Measles CPE: protection of cells from measles virus | Measles virus-infected cells, CPE protection, absorbance | protection (pct of control), % at 4 µM | actives 1.5% (n = 140,000); in the data active = protection mostly above about 24%, no sharp cut-off; inactive = mostly below about 26%; note: some compounds called inactive have numbers as strong as hits
HCT116 bCat-KO: beta-catenin-lacking colon tumor cell growth suppression; HCT116 beta-catenin knockout viability, CellTiter-Glo, 60 h; active compounds read low; viability, % at 10 µM; actives 1.5% (n = 140,000);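 active = viability at or under a set limit, the compound median less 4 SD, cut at about 6% in these data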;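 note: 0% = Hyamine 1622 control at 20 µM and 100% = untreated cell control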
MRP1 act: activates MRP-1; H69AR cells + doxorubicin, viability rescue, CellTiter-Glo; viability increase, % at 10 µM; actives 0.61% (n = 140,000); AID 799;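 active = viability gain under doxorubicin at or above a set limit, the compound median plus 3 SD, cut at about 4.7% in these data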;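 note: MRP-1 overexpressing cells given doxorubicin 25 µM after compound pretreatment; 18-22 h compound pretreatment then 72 h with doxorubicin before readout; 0% = doxorubicin-only wells and 100% = vehicle-treated cells without doxorubicin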
GALR2 blocker: blocks the human galanin receptor 2 | O43603 | GALR2-expressing cells, antagonist mode | inhibition, % at 4 µM | actives 0.39% (n = 140,000); in the data active = inhibition above about 27%;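 note: cells stimulated with galanin 1-16 at roughly its EC80; 0% = agonist challenge control and 100% = basal control without agonist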
Target sequence (O43603 whole entry, looked up): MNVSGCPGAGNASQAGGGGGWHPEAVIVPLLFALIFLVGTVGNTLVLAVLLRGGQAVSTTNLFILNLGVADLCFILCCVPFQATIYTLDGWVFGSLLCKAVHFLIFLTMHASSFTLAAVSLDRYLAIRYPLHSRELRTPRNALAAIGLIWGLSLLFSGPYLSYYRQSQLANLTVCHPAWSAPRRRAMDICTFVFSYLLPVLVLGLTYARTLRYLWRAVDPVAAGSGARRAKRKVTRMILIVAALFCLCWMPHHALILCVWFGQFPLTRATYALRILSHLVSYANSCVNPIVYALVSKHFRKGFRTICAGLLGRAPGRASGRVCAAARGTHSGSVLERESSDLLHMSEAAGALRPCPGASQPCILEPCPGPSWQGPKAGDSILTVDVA
E-sel TNF inh: blocks E-selectin expression induced by TNF alpha; actives 0.71% (n = 120,000); HUVEC TNFa-induced E-selectin immunofluorescence, high content; AID 1246; inhibition, % at 2 µM;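 active = inhibition above the batch mean plus 3 SD, and confirmed as a hit on visual image review, cut at about 43% in these data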;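 note: 0% = TNF-stimulated DMSO wells and 100% = unstimulated control wells; not every result past the cut was called active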
HCT116 PTEN-null: suppresses growth of cells with PTEN deletion. HCT116 PTEN-null viability, CellTiter-Glo, 60 h; active compounds read low. actives 1.2% (n = 140,000). viability, % at 10 µM;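 active = viability at or below a set limit, 4 SD under the median of all tested compounds, cut at about 3.7% in these data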;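 note: PTEN knockout HCT116 line with beta catenin targeted HCT116 as companion control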
Phagocytosis inh: blocks phagocytosis by macrophages; J774A.1 macrophage IgG-bead phagocytosis, imaging; inhibition, % at 5 µM; actives 0.07% (n = 110,000); AID 1029;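 active = inhibition above the mean of the plate negative controls plus 5 SD, cut at about 13% in these data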;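 note: phagocytic index as fraction of beads internalized from green versus red external bead signal; plate controls were DMSO negative control for no effect and cytochalasin-D positive control for full effect; some results beyond the cut were filed as inactive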
Yeast life ext: yeast lifespan extension; actives 0.68% (n = 130,000); S. cerevisiae growth with nicotinamide, OD615; deaD strain in restrictive glucose medium; inhibition of the nicotinamide effect, % at 10 µM; AID 775;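 active = inhibition above a set limit, placed 3 SD over the median of all compounds, cut at about 26% in these data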;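 note: 0% = nicotinamide-treated wells and 100% = cells grown without nicotinamide; some compounds called inactive have numbers as strong as hits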
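Test system: DeaD-strain S. cerevisiae / Buffer or medium: restrictive glucose medium / Also added: nicotinamide 1.5 mM / Doses: one concentration, 10 µM, DMSO 0.25% / Schedule: 48 h at 30 °C / Signal: OD615 measurement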
NPY-Y2 antag: antagonists of human neuropeptide Y receptor Y2; P49146; NPY-Y2 expressing cells, antagonist mode; inhibition, % at 2.7 µM; actives 0.99% (n = 140,000); AID 793; in the data active = inhibition above about 17%;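 note: 0% = vehicle with agonist challenge and 100% = reference antagonist with challenge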
Target sequence (P49146 whole entry, looked up): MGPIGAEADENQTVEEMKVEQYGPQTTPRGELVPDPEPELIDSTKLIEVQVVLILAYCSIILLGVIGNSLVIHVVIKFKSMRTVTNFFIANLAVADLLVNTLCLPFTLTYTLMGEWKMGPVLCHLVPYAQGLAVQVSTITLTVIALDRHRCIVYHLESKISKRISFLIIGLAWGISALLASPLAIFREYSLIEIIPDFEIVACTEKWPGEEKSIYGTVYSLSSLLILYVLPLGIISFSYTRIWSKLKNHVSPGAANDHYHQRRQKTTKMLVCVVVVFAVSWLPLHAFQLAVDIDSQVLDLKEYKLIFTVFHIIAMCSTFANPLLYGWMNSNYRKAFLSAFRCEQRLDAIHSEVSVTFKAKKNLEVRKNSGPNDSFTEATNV
BB579 growth dn: chemicals that inhibit yeast BB579 growth in restrictive medium (lifespan-shortening candidates) | actives 0.51% (n = 140,000) | AID 804 | S. cerevisiae BB579 growth, OD615, 48 h | inhibition, % at 10 µM;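 active = inhibition above a set limit, 3 SD over the mean compound inhibition, cut at about 44% in these data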; note: inactives centre near -24
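Detection: OD615 turbidity measurement; Material: Saccharomyces cerevisiae DeaD strain BB579, replicative lifespan model yeast; Timing: 48 h exposure, 30 °C; Doses: single 10 µM dose; Medium: CSMM-D restrictive synthetic medium containing dextrose (glucose); Controls: amphotericin B at 10 µg/mL as positive control.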
* marks the source's active call; other numbers are inactive results; x = not tested or not shown; & = joins results of further samples.

Structure	Measles CPE	HCT116 bCat-KO	MRP1 act	GALR2 blocker	E-sel TNF inh	HCT116 PTEN-null	Phagocytosis inh	Yeast life ext	NPY-Y2 antag	BB579 growth dn
CN1C(=O)C(O)(CC(=O)c2ccccn2)c2cc(Br)ccc21 (configuration not stated)	11	42	-5.3	0	-3	34	0	3	-3	-25
Cc1cccc(N(C)C(=S)Oc2ccc3ccccc3c2)c1	39	78	0.2	8	x	74	x	9	9	-59
Cc1nc(NC(=O)c2ccccc2)sc1-c1csc(Nc2cccc(F)c2)n1	5	71	-1.9	13	-14	57	x	-8	-2	-101
CCCNC(=O)NC(=O)CSc1nnc(C)n1N	4	98	-0.5	-1	8	106&97	-1	-5	-1	-41
CCCCC(=O)NC(NC(=S)N1CCCCCC1)C(Cl)(Cl)Cl (configuration not stated)	8	84	-0.4	19	x	79	-4	6	3	-37
CCN(CC(N)=O)S(=O)(=O)c1ccc(Br)cc1	5	94	-0.9	-6	17	95	x	-7	3	-23
CCCC/C(O)=C/c1nc2ccccc2[nH]c1=O	10	103	0.4	0	-36	113	0	-23	4	-22
O=C(c1ccccc1F)N1CCCC(c2ccccc2)C1 (configuration not stated)	10	85	-0.9	4	-20	88	-2	4	-1	-13
O=C(N/N=C/c1ccccn1)c1cc(-c2ccncc2)nc2ccccc12	2	17	-1.9	9	-12	32	5	4	5	-36
Cn1c(CCN2CCN(c3ccccc3)CC2)nc2cc(NC(=O)c3ccco3)ccc21	25	78	-6.9	-13	14	65	-1	-11	0	-47
CCN(CC)S(=O)(=O)c1cc(Br)ccc1OC	2	87	-3.6	0	x	86	0	-15	5	-7
CCC(C)C(NS(=O)(=O)c1ccc(C)cc1)C(=O)Oc1ccc2c3c(c(=O)oc2c1)CCC3 (configuration not stated)	4	77	-5.0	-2	-12	90	x	-9	4	1

Additional structures
Structure	Measles CPE	HCT116 bCat-KO	MRP1 act	GALR2 blocker	E-sel TNF inh	HCT116 PTEN-null	Phagocytosis inh	Yeast life ext	NPY-Y2 antag	BB579 growth dn
Cc1cc(NS(=O)(=O)c2ccc(NC(=O)Nc3ccc4c(c3)OCO4)cc2)no1	9	102	-0.9	7	-12	104	x	-4	2	-44
CC(=O)c1ccc(C(C)(C)c2ccc(C(C)=O)s2)s1	13	87	0.5	1	12	81	1	-16	5	12
Cc1cc(C)c2[nH]c(O)c(N=NC(=O)c3cc4c(s3)CCCC4)c2c1	7	88	-4.0	-1	x	89	14	-5	5	-51
CN1CCN(c2ccccc2NC(=O)c2cccc(OCc3ccccc3)c2)CC1	2	27	-2.8	8	-25	35	3	-5	9	-20
CCCCCn1c(CN2CCN(c3cc(Cl)ccc3C)CC2)nc2c1c(=O)[nH]c(=O)n2C	35	7	-3.3	2	x	10	x	-5	-1	4
C/C(=C\c1ccccc1)C(=O)N1CCN(c2cccc(C(F)(F)F)c2)CC1	17	97	-0.7	-2	-19	87	x	-5	12	-34
CC(C)C(=O)N(c1cc2sc(=O)oc2c2ccccc12)S(=O)(=O)c1cccs1	3	101	-2.2	1	1	93	-1	4	3	-72
CCCN=CC1=C(O)CC(c2ccccc2)CC1=O (configuration not stated)	13	87	0.5	-7	-13	102	x	x	-1	-16
O=C1c2cccc3cccc(c23)C(=O)N1c1ccncc1	23*	95	5.7*	-4	1	100	x	x	-1	26
Cc1ccc(Cl)cc1N1CCN(CC(=O)NC2CCCc3ccccc32)CC1 (configuration not stated)	7	52	-2.3	-10	-1	44	-2	-2	1	-4
CC(=O)SCCC(=O)N1C(C)CCCC1C(=O)O (configuration not stated)	2	86	-0.1	-1	x	90	0	-17	-3	-49
CC1CCCC(C)N1S(=O)(=O)c1ccc(NC(=O)CNCC2CCCO2)cc1 (configuration not stated)	5	105	0.3	-1	x	102	0	5	3	-37

Going on with the list.
Structure	Measles CPE	HCT116 bCat-KO	MRP1 act	GALR2 blocker	E-sel TNF inh	HCT116 PTEN-null	Phagocytosis inh	Yeast life ext	NPY-Y2 antag	BB579 growth dn
CCCNC(=O)Cn1nc(C(F)(F)F)c2c1CCCC2	8	90	-1.2	2	10	93	x	x	3	-14
O=C(NCc1ccccc1)c1cc(S(=O)(=O)N2CCOCC2)ccc1F	15	97	-1.4	18	-17	97	-3	0	1	-47
CCOc1cc(/C=N/Nc2ncnc(Cl)c2N)ccc1O	7	94	1.7	0	x	99	-6	-3	2	-6
COc1ccc(CN2CCC(CNC(=O)NC3CCCCC3)CC2)cc1	8	98	-1.2	0	12	107	0	-5	2	-29
O=C(Nc1ccccc1)c1ccncc1	3	87	-1.3	1	-27	95	-1	-7	0	5
O=C(Nc1ccc2c(c1)OCO2)c1cccc2c1C(=O)N(Cc1cccnc1)C2	8	97	0.0	4	x	80	-3	-5	-1	-6
Cc1ncoc1C(=O)Nc1ccccc1-c1ccccc1	9	95	-0.5	-11	x	96	-1	-5	3	-19
CN(C)c1ccc(N/C(=N\S(=O)(=O)c2cccs2)c2ccccc2)cc1	4	90	-0.9	2	9	89	-10	6	-2	-31
CC(=O)c1sc(NC(=O)c2ccc(F)c(F)c2)nc1C	8	93	-1.2	-4	-19	97	-1	-12	2	-83
Cc1ccc(S(=O)(=O)c2ccc(Cl)cc2)cc1S(=O)(=O)N1CCOCC1	1	77	-0.3	-12	-11	75	0	-6	0	-24
O=C(NCC1CCCO1)c1onc(CSc2cccc3ccccc23)c1C(=O)O (configuration not stated)	3	95	-0.9	8	10	111	x	-10	12	-80
COc1cc(OC)c(CN2CCN(c3ccc(F)cc3)CC2)cc1Br	7	82	-0.8	0	-31	68	0	-5	2	-28

New compounds follow:
Structure	Measles CPE	HCT116 bCat-KO	MRP1 act	GALR2 blocker	E-sel TNF inh	HCT116 PTEN-null	Phagocytosis inh	Yeast life ext	NPY-Y2 antag	BB579 growth dn
NC(=O)CSc1nc2ccccc2n1Cc1ccccc1F	4	79	-3.1	-3	-5	89	-1	2	5	1
COc1ccc(CNC(=O)COc2ccc(C(=O)c3ccc(F)cc3)cc2)cc1	3	14	-2.9	10	x	19	x	-4	13	-11
N=c1n(CCN2CCOCC2)c2ccccc2n1CC(O)COc1ccccc1 (configuration not stated)	5	76	-4.5	-7	22	77	-1	-14	12	-38
Cc1ccc(/C=N/NC(=O)CSc2nc3ccccc3n2Cc2ccc(Cl)cc2)o1	9	85	1.2	-15	7	77	-3	0	7	-82
CC(=O)Nc1ccc(N2C(=O)CCC2=O)cc1C	11	102	-0.8	-11	8	105	-1	-11	0	-48
Cc1cc2ccccc2n1CCNC(=O)C1CCCC1	13	96	0.5	6	-30	88	x	-2	4	-28
CCOC(=O)C1=C(C)OC(N)=C(C#N)C1c1ccc(C)o1 (configuration not stated)	3	101	-3.9	-10	1	108	0	5	3	-15
COc1ccc(CN(C(=O)Cc2c[nH]c3ccccc23)C(C(=O)NC2CCCCC2)c2ccc(C)o2)cc1 (configuration not stated)	16	34	-1.8	8	-92	30	0	-4	4	-6
CCOc1ccccc1N1CN(CC)CNC1=S	4	93	-1.5	-3	1	94	x	-8	1	-44
O=C(c1cccc(F)c1)N1CCC(N2CCCCCC2)CC1	15	100	-3.4	-10	1	91	0	-9	2	1
COc1ccc(OCC(=O)Nc2ccc(NC(=O)c3ccco3)cc2)cc1	20	101	1.3	-5	1	96	5	-26	8	-28
CCN1C(=O)/C(=C\N2CCCc3ccccc32)SC1=S	4	82	-3.3	-19	x	79	-2	-8	1	-21

(continued)
Structure	Measles CPE	HCT116 bCat-KO	MRP1 act	GALR2 blocker	E-sel TNF inh	HCT116 PTEN-null	Phagocytosis inh	Yeast life ext	NPY-Y2 antag	BB579 growth dn
C=CC(C)n1c(Br)nc2c1c(=O)[nH]c(=O)n2C (configuration not stated)	17	85	-0.6	1	-7	99	0	-6	-1	-19
O=C(Nc1ccc2c(c1)OCO2)C1CCCN(S(=O)(=O)Cc2ccccc2)C1 (configuration not stated)	13	87	-1.3	-18	-7	95	-1	-2	4	-103
NC(=O)c1c(N)sc(=S)n1-c1ccccc1	16	102	1.8	-2	-10	112	-2	6	5	-51
Cc1ccc(C(=O)Oc2cc(-c3ccccc3)no2)cc1	7	86	0.9	0	2	115	0	8	3	26
COc1ccc(CCN(CC(=O)NC2CCCC2)C(=O)CCC(=O)Nc2cc(C)on2)cc1OC	22*	97	-1.5	13	-19	96	2	-10	5	-32
O=C(COc1ccc2ccccc2c1)N1CCCC1	6	95	0.9	9	-10	101	-1	-11	4	17
CCOC(=O)/C(=C/c1c(C)n(C)c2ccc([N+](=O)[O-])cc12)C(C)=O	2	39	-3.5	26	-7	45	-2	9	-1	-55
Cc1ccc(CCNC(=O)C2CCCN(c3nc4ccccc4o3)C2)cc1 (configuration not stated)	5	93	-3.0	4	x	96	-2	0	6	-22
CCN(CC(=O)Nc1ccccc1C(=O)OC)S(=O)(=O)c1ccccc1	11	82	-3.7	-5	-10	85	1	-6	1	-1
Cc1ccc(-n2c(O)c(/C=N/NC(=O)C3COc4ccccc4O3)c3ccccc3c2=O)cc1 (configuration not stated)	5	88	0.3	3	-21	96	-6	4	3	2
O=C(Nc1ccccc1)C1CCCN(S(=O)(=O)c2ccc(-n3cnnn3)cc2)C1 (configuration not stated)	8	100	-0.9	6	1	102	0	-5	2	-50
O=C(CSc1c2c(nc3ccc(Cl)cc13)CCCC2)NCc1ccco1	9	39	-5.1	7	-8	43	-1	-4	7	-24

Further results follow.
Structure	Measles CPE	HCT116 bCat-KO	MRP1 act	GALR2 blocker	E-sel TNF inh	HCT116 PTEN-null	Phagocytosis inh	Yeast life ext	NPY-Y2 antag	BB579 growth dn
CC(C(=O)N1CCOCC1)N1C(=O)C2C3CC(C(Br)C3Br)C2C1=O (configuration not stated)	1	95	-0.2	-8	x	98	-5	3	-1	-39
O=C(c1ccccc1)N1CCN(C(=S)NCc2ccc3c(c2)OCO3)CC1	2	90	-1.2	-20	x	97	1	7	0	0
CC(=O)Nc1ccc(S(=O)(=O)N2CCN(C(=O)Cc3ccccc3)CC2)cc1	4	84	-4.5	9	-1	90	x	-6	2	-29
Cc1ccc(-n2ncc3c2ncn2c(C)nnc32)cc1C	4	87	1.0	5	-1	88	x	-18	2	-45
CC1=C(C(=O)N(C)Cc2ccccc2)C2(CCC(C)CC2)OC1=O (configuration not stated)	16	82	-4.3	3	x	90	x	2	5	-49
CCC(=O)NCCc1cc2ccc(C)cc2[nH]c1=O	32	95	-2.2	-2	-2	102	0	-2	3	-7
Cc1ccc(S(=O)(=O)Cc2ccc(C(=O)NCc3ccc4c(c3)OCO4)o2)cc1	3	86	-1.1	0	-3	83	2	-20	5	-54
C=C(c1ccc(OC)cc1)c1ccc(OC)cc1	12	71	-1.1	-6	5	75	0	-8	5	-45
O=S(=O)(NCc1cccnc1)c1ccc(Cl)c(Cl)c1Cl	10	95	-2.5	5	x	88	0	0	0	-35
O=C(NC1CCCc2ccccc21)c1ccc(=O)[nH]c1 (configuration not stated)	1	84	-1.8	-4	-26	78	x	-20	-1	-17
COc1ccc(-c2nc(-c3cccs3)c(-c3cccs3)[nH]2)cc1OC	20	64	-1.6	11	13	75	0	-11	-3	-113

Random draw from the library (roughly 6.4% active in at least one column).
